KCNK3 block – human KCNK3 channel inhibition, primary screen; O14649; CHO-KCNK3 thallium flux, FluxOR fluorescence; stronger effect = lower value; AID 602410; B-score at 10 µM; hit rate 0.84% among 340,000;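 active = B-score under library mean minus 4 SD, starting fluorescence ratio at most library mean plus 5 SD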;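 note: more negative B-score means stronger inhibition of thallium flux through KCNK3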
KCNK9 block – inhibitors of human KCNK9 two-pore domain potassium channel; Q9NPC2; HEK293 KCNK9, FluxOR thallium flux fluorescence; stronger effect = lower value; B-score at 10 µM; hit rate 1.2% among 310,000; AID 488922;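 active = ratio B-score over 3 SD below the library mean, with starting fluorescence within 5 SD of its mean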;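 note: negative B-score means less thallium flux so channel inhibition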
hERG protect – shields human hERG channel from block by proarrhythmic agents; activation (rescue from dofetilide block), less the hit threshold, % at 10 µM; hit rate 0.51% among 310,000; Q12809; CHO-hERG, FluxOR thallium flux, dofetilide IC70 present;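 active = activation above the mean of controls blocked by dofetilide plus 5 SD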;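 note: thallium influx through hERG after potassium depolarization seen as dye fluorescence rise; in these data hits start at about 4.7%; inactives centre near -7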
KCNQ1 inh – human KCNQ1 channel inhibition. P51787. B-score at 10 µM. CHO-K1 KCNQ1, FluxOR thallium flux fluorescence; stronger effect = higher value. hit rate 1.3% among 310,000;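 active = compounds whose thallium flux B-score, printed positive for inhibition, exceeds three library SD while starting fluorescence stays within three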;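 note: channel opened by potassium depolarization with thallium stimulus after 20 min compound exposure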
KCNQ1 act – potentiates or activates the human KCNQ1 potassium channel | hit rate 0.35% among 310,000 | AID 2648 | P51787 | B-score at 10 µM | CHO-K1 KCNQ1, thallium flux FluxOR fluorescence; stronger effect = higher value;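 active = fluorescence ratio B-score, a plate-corrected score, at least three library SD, with initial intensity B-score within 5 SD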
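Schedule – 37 °C overnight plating, 90-min dark dye load, 20-min compound pretreatment · System – stable KCNQ1 CHO-K1 line · Probe or stimulus – thallium- and potassium-containing depolarizing buffer · Measured by – kinetic FluxOR fluorescence, 10 s baseline plus 110 s post-stimulus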
Dyrk1A ADPGlo – Dyrk1A (rat) kinase inhibition; ADP-Glo luminescence, NFATc1 peptide; hit rate 0.43% among 310,000; Q63470; inhibition, % at 12.5 µM; AID 504441; in the data active = inhibition above about 50%;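 note: plate controls were vehicle with enzyme for no effect and no enzyme for full effect; many of its hits are not listed in these tables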
HDAC3 inh – blocks human histone deacetylase 3; O15379; recombinant HDAC3, fluorogenic peptide/trypsin coupled, fluorescence; inhibition, % at 8.3 µM; hit rate 0.15% among 320,000; AID 2718; in the data active = inhibition above about 26%, passing the limit was not always enough
Target sequence (O15379 whole entry, looked up): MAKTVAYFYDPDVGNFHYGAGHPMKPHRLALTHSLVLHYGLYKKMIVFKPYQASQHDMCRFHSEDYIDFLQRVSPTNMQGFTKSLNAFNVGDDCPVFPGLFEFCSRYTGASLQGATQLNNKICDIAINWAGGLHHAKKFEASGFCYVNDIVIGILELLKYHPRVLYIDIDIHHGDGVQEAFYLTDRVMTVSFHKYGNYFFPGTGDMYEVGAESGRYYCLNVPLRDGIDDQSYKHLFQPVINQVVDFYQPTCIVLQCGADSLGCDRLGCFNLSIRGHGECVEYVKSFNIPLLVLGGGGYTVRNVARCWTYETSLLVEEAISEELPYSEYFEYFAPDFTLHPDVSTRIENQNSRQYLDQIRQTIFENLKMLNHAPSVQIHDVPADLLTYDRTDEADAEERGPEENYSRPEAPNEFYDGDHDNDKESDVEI
RGS4 act – RGS4 potentiation or activation; HEK293 M3R/inducible RGS4, carbachol calcium flux Fluo4; stronger effect = lower value; B-score at 10 µM; hit rate 0.92% among 310,000;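 active = B-score of the integrated calcium signal more than 4 SD below the library mean, with starting fluorescence not abnormally high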;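 note: negative B-score means reduced calcium response which marks RGS4 activation or potentiation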
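Reagent: ECmax carbachol challenge; Test system: M3R-expressing HEK293 line, RGS4 induced by doxycycline; Schedule: overnight RGS4 induction, 30 min dye load 37 °C, 20 min compound RT; Detection: calcium dye Fluo4 fluorescence; Read-out: Agonist-evoked peak-minus-minimum fluorescence over baseline, integrated ratio, B score.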
GSK3beta inhib – human GSK3beta kinase inhibition; P49841; GST-GSK3beta kinase, ADP-Glo luminescence, 60 min; stronger effect = lower value; activity score (negative = inhibition), % at 10 µM; hit rate 0.038% among 300,000;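 active = more than half of replicate wells score below -50%, meaning over 50% inhibition versus plate controls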;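 note: 0% = median DMSO wells and -100% = median GW8510 positive control wells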
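Assay system: GST-tagged human GSK3beta kinase, cell-free; Input: 1.6 ng GSK3beta; Medium: Tris/MgCl2 kinase buffer; Timing: 60 min enzyme reaction, room temperature; Signal: ADP-Glo luminescence quantifying ADP generated by kinase; Evaluation: score relative to plate controls; Benchmarks: DMSO neutral wells and GW8510 at 20 µM as positive.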
GSK3A inh – blocks human GSK-3 alpha kinase | P49840 | ADP-Glo luminescence, 60 min | inhibition, % at 10 µM | hit rate 0.1% among 320,000 | AID 2650;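 in the data active = inhibition above about 50%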;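 note: GST-tagged GSK-3 alpha with peptide substrate and 25 µM ATP; 0% = DMSO neutral wells and 100% = GW8510 positive control wells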
Target sequence (P49840 whole entry, looked up): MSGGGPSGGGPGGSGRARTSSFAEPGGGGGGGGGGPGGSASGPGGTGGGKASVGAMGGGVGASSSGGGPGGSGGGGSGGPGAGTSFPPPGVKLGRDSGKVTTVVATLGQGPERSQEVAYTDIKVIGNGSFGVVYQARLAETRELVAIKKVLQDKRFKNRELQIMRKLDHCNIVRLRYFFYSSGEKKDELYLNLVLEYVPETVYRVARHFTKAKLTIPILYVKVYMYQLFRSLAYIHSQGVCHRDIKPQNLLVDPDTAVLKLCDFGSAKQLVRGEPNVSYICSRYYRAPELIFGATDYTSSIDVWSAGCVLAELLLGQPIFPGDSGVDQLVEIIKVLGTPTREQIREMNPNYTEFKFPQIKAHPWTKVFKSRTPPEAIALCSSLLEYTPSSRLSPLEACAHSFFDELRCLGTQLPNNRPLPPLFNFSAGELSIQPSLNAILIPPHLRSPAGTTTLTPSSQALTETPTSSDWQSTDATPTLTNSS
PolyA inh – yeast polyadenylation inhibition; AID 1875; calls only at 12 µM; hit rate 0.02% among 300,000; S. cerevisiae SKY197-pL101 polyadenylation reporter, beta-gal luminescence; efflux-impaired pdr1/pdr3 knockout yeast; score 100 = 6 SD above DMSO;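 active = lowest replicate activity score at least 50, where 100 means six control SD above control mean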;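 note: yeast exposed to compound for 9 h at 30 °C; higher score means more reporter readthrough which indicates perturbed polyadenylation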
The depositor's hits bear a star; i = inactive; x = no result given. Not all compounds are listed (hit frequency here may not be typical).

molecule	KCNK3 block	KCNK9 block	hERG protect	KCNQ1 inh	KCNQ1 act	Dyrk1A ADPGlo	HDAC3 inh	RGS4 act	GSK3beta inhib	GSK3A inh	PolyA inh
CC(=O)c1cccc(NC(=O)CCn2c(=O)oc3ccccc32)c1	i	i	-5	i	i	3	1	i	0	1	i
CCC(=O)Nc1ccc(-c2nnc(SCC(=O)Nc3nccs3)n2C)cc1	i	i	-12	i	i	-7	6	i	2	9	i
CC(=O)Nc1ccc(N2C(=O)CSC2c2c(F)cccc2Cl)cc1 (configuration not stated)	i	i	-6	i	i	4	-2	i	0	-1	i
CCN(CC)CCn1c(NCc2ccccn2)nc2ccccc21	i	i	-9	i	i	-1	3	i	-1	3	i
O=C(c1ccc(Cl)c([N+](=O)[O-])c1)N(Cc1cccc(Cl)c1)C1CCS(=O)(=O)C1 (configuration not stated)	i	i	-5	i	i	-1	x	i	3	x	i
COc1ccccc1Nc1nc(C)cc(=O)[nH]1	i	i	-1	i	i	7	5	i	-2	-1	i
CC(C)C(C(=O)NCC1CCCO1)N(C(=O)CNS(=O)(=O)c1ccc(F)cc1)c1ccccc1 (configuration not stated)	i	i	-5	i	i	-5	0	i	1	0	i
COc1ccc(C(=O)NC(=S)Nc2cccnc2)cc1[N+](=O)[O-]	i	i	-9	i	i	-2	3	i	-3	3	i
CC(=O)c1ccc(NC(=O)c2ccccc2Sc2ncnc3sc(C)c(C)c23)cc1	i	i	-5	i	i	2	5	i	-4	x	i
O=C(C1=C[C@H](c2ccccc2)C[C@H](OCc2ccc(CO)cc2)O1)N1CCN(Cc2ccccc2)CC1	i	i	-7	i	i	-8	12	i	-3	-5	i
C/C(=N\NC(=O)c1ccc(Cl)cc1)c1cccs1	i	i	-13	i	i	x	x	i	-6	x	i
CC1=Nc2ccc(Br)cc2C(c2ccccc2)N1CC(=O)NN (configuration not stated)	i	i	-11	i	i	-6	3	i	1	-1	i
COCCn1c(N)c(Sc2ccc(C)cc2)c(=O)[nH]c1=O	i	i	0	i	i	14	0	i	2	-1	i
Cc1cccc(N(CC(=O)N2CCN(c3ccccc3F)CC2)S(C)(=O)=O)c1	i	i	1	i	i	4	0	i	3	-1	i
CN(C)S(=O)(=O)N1CCC(Oc2cccc(C(=O)N3CCSCC3)c2)CC1	i	i	-6	i	i	-1	3	i	2	2	i
N#C/C(=C\c1c(Oc2ccccc2F)nc2ccccn2c1=O)C(=O)NC1CCS(=O)(=O)C1 (configuration not stated)	i	i	-7	i	i	-2	-5	i	-1	-2	i
COCCn1c(SCC(=O)Nc2ccc(F)cc2)nc2ccccc2c1=O	i	i	-4	i	i	-2	4	i	1	-3	i
O=C(NS(=O)(=O)Oc1ccc(F)c(Cl)c1)OC[C@@H]1CCCN2CCCCC12 (some centres not stated)	i	i	-9	i	i	2	1	i	2	-3	i
CC(C)CCNC(=O)CN(C(=O)CCC(=O)Nc1ccccn1)c1ccc2c(c1)OCCO2	i	i	-14	i	i	-1	0	i	1	-2	i
C/C(=N\NC(=O)CN(c1ccccc1Br)S(C)(=O)=O)c1cccs1	i	i	-5	i	i	-3	-2	i	3	-1	i
COC(F)(C(=O)Nc1ccc2c(c1)C(=O)NC2=O)C(F)(F)F (configuration not stated)	i	i	-16	i	i	11	-1	i	-7	6	i
N#CCOc1ccc2oc(-c3ccco3)cc(=O)c2c1	x	i	-7	i	i	x	-34	i	-1	0	i
Cc1ccc(/C(O)=C2/C(=O)C(=O)OC2c2ccc(Cl)cc2)cc1 (configuration not stated)	i	i	-7	i	i	1	10	i	10	-7	i
CCOc1ccc(OCCOC(=O)CN(C)S(=O)(=O)c2ccc(NC(C)=O)cc2)cc1	i	i	-18	i	i	-12	1	i	-1	-2	i
O=C1C(Cl)=C(Nc2ccc(F)cc2)C(=O)N1CCc1ccccc1	i	i	-5	i	i	1	1	i	1	0	i
Cc1ccc(-c2cnn(-c3cccc([N+](=O)[O-])c3)c2N)cc1	i	i	-4	i	i	-1	-2	i	-1	7	i
O=C(/C=C\N1CCOCC1)c1ccc(Br)cc1	i	i	1	i	i	-4	4	i	-7	-2	i
COc1ccc(OC)c(N(CC(=O)N2CCN(Cc3ccccc3)CC2)S(C)(=O)=O)c1	i	i	-4	i	i	3	-3	i	-4	0	i
O=C(O)c1ccccc1NC(=O)N1CCOCC1	i	i	-3	i	i	1	-27	i	2	1	i
COc1ccc(-n2c(COc3cccc4ccccc34)nnc2SCC#N)cc1	i	i	-8	i	i	-1	7	i	1	-2	i
CN(C)S(=O)(=O)c1ccc(C(=O)OCC(=O)Nc2cccnc2Cl)cc1	i	i	-11	i	i	9	-2	i	1	0	i
Cc1ccc(NC(=O)NN2CCOCC2)cc1	i	i	-15	i	i	1	1	i	-2	-3	i
O=C(C1=C(O)C(=O)N(c2ncccn2)C1c1cccs1)c1ccco1 (configuration not stated)	i	i	-5	i	i	6	-1	i	0	2	i
CCC1(c2ccccc2)NC(=O)N(CC(=O)Nc2ccc(S(=O)(=O)Nc3ncccn3)cc2)C1=O (configuration not stated)	i	i	-10	i	i	2	-3	i	2	-5	i
COc1ccc(CNC(=O)Cn2nc(-c3ccc4c(c3)OCCO4)ccc2=O)cc1	i	i	-4	i	i	14	-3	i	0	x	i
Cc1cc(=O)[nH]c(-c2cccnc2)n1	i	i	-4	i	i	-5	0	i	1	1	i
Brc1cccc(/C=N/Nc2nc(N3CCCCC3)nc(N3CCCCC3)n2)c1	x	i	-8	i	i	x	-1	i	3	-2	i
CCOC(=O)/C=c1\s/c(=C\c2ccc(C(F)(F)F)cc2)c(=O)n1CC(=O)NCc1ccco1	i	i	-12	i	i	-5	-1	i	2	3	i
CC1CCCN(Cc2c(O)ccc3c4c(c(=O)oc23)CCCC4)C1 (configuration not stated)	i	i	-15	i	i	9	-421	i	1	0	i
COC(=O)C1=C(SC)N(c2ccccc2)C(c2ccccc2)CC1=O (configuration not stated)	i	i	-11	i	i	0	-1	i	2	-1	i
O=C1N(Cc2ccccc2)c2ccccc2C12OCCO2	i	i	-8	i	i	6	3	i	-4	x	i
O=C(NCCO)C(=O)Nc1cc2c3c(c1)CC(=O)N3CCC2	i	i	-2	i	i	1	2	i	4	0	i
Cc1cc(C)n(CC(=O)N2CCCC(N3CCN(c4ccccc4C)CC3)C2)n1 (configuration not stated)	i	i	-9	i	i	-3	-6	i	3	-3	i
Cc1ccc(NC(=O)C2CCN(C(=O)c3ccco3)CC2)cc1	i	i	-3	i	i	2	11	i	3	-3	i
CCCCCCC(=O)N/N=C/Cc1ccccc1	i	i	-4	i	i	-3	-2	i	1	-4	i
O=C(CSc1ncccn1)N/N=C/c1cccc(OC2CSC2)c1	i	i	-2	i	i	-2	-12	i	-4	-3	i
CN1C(=S)SC(/[N+]([O-])=C/c2c(F)cccc2Cl)C1(C)C (configuration not stated)	i	i	-6	i	i	x	2	i	0	4	i
CN1CCc2c(sc3c2C(=O)NC(c2ccccn2)N3)C1 (configuration not stated)	i	i	-10	i	i	5	-9	i	-1	-1	i
CCCCOc1c(Br)cc(/C=C2\N=C(C)OC2=O)cc1OCC	i	i	-10	i	i	-3	8	i	0	-4	i
CCc1nc2ccc(C(=O)N3CCN(c4ccccc4)CC3)cc2nc1CC	i	i	-7	i	i	0	1	i	3	-4	i
Cc1ccccc1NC(=O)c1sc(NC(=O)COc2ccccc2)c(C#N)c1C	i	i	-4	i	i	1	5	i	1	-3	i
Cc1ccc(C2=NN(C(=O)C3CCCO3)C(c3ccco3)C2)cc1 (configuration not stated)	i	i	-4	i	i	-8	5	i	4	1	i
CCOC(=O)C1=C(COC(=O)CNC(=O)c2cc(OC)c(OC)c(OC)c2)NC(=O)NC1C (configuration not stated)	i	i	-20	i	i	5	4	i	5	-2	i
O=C(Cn1c2ccc(F)cc2c2nc3n(c(=O)c21)CCS3)N1CCCC1	i	i	-8	i	i	-2	-9	i	0	8	i
O=C(NN1C(=O)c2cc(Br)ccc2NC1c1cc(Br)cc(Br)c1O)c1ccncc1 (configuration not stated)	i	i	-10	i	i	-8	2	i	1	-4	i
O=C(CN1CCOCC1)NC1CC2CCC1C2 (configuration not stated)	i	i	-7	i	i	-1	0	i	1	-1	i

Continued.
molecule	KCNK3 block	KCNK9 block	hERG protect	KCNQ1 inh	KCNQ1 act	Dyrk1A ADPGlo	HDAC3 inh	RGS4 act	GSK3beta inhib	GSK3A inh	PolyA inh
CC(=O)Nc1ccc(N(C(=O)c2ccco2)C(C(=O)NC2CCCC2)c2ccc(N(C)C)cc2)cc1 (configuration not stated)	i	i	-6	i	i	-3	-1	i	-4	1	i
C/C(=N/OC(=O)C1CC1)c1cc(-c2ccc(Cl)cc2)no1	i	i	-2	i	i	3	3	i	2	-1	i
CCC1Oc2ccccc2N(CC(=O)NCCC2=CCCCC2)C1=O (configuration not stated)	i	i	-9	i	i	2	-3	i	-2	-3	i
CCN(CC)S(=O)(=O)N1CCC(C(=O)NCc2ccc3c(c2)OCO3)CC1	i	i	-10	i	i	0	x	i	0	x	i
CCN1/C(=c2/s/c(=C3/C(=O)N(c4ccccc4)N=C3C)n(CC)c2=O)C=Cc2ccccc21	i	i	-14	i	i	2	-13	i	-1	0	i
CC1CCCC(C)N1C(=O)c1ccc(CS(=O)(=O)c2ccccc2)cc1 (configuration not stated)	i	i	-15	i	i	-3	-2	i	-1	2	i

Three compounds picked at random from those above:
molecule	KCNK3 block	KCNK9 block	hERG protect	KCNQ1 inh	KCNQ1 act	Dyrk1A ADPGlo	HDAC3 inh	RGS4 act	GSK3beta inhib	GSK3A inh	PolyA inh
CCC1Oc2ccccc2N(CC(=O)NCCC2=CCCCC2)C1=O (configuration not stated)	i	i	-9	i	i	2	-3	i	-2	-3	i
C/C(=N/OC(=O)C1CC1)c1cc(-c2ccc(Cl)cc2)no1	i	i	-2	i	i	3	3	i	2	-1	i
CC(=O)Nc1ccc(N(C(=O)c2ccco2)C(C(=O)NC2CCCC2)c2ccc(N(C)C)cc2)cc1 (configuration not stated)	i	i	-6	i	i	-3	-1	i	-4	1	i
